Bioassay records as filed in PubChem BioAssay.
OX1R antagonist – antagonists of human orexin 1 receptor; O43613; 0.43% of 330,000 active; CHO/OX1R cells, Fluo-8 calcium fluorescence, orexin A; AID 434989; inhibition, % at 5 µM;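 active = inhibition above its plate's threshold, mean inhibition of all tested compounds on the plate plus 3 SD, cut at about 37% in these data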;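 also: 0% = orexin A challenge wells and 100% = SB-334867-A antagonist wells; not every result past the cut was called active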
Target sequence (O43613 whole entry, looked up): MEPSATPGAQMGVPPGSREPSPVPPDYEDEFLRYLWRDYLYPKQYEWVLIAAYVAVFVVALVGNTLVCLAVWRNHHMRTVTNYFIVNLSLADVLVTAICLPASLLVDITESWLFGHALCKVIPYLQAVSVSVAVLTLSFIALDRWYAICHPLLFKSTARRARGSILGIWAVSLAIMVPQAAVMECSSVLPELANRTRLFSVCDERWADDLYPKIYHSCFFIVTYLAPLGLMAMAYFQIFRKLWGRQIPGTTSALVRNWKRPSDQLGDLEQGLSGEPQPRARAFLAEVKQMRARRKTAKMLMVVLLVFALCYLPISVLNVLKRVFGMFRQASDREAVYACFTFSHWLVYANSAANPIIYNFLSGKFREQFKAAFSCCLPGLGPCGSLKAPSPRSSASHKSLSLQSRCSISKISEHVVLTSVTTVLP
CHT allo act – human CHT allosteric activation | 0.49% of 310,000 active | AID 488977 | Q9GZV3 | CHT-expressing cells, membrane potential dye, choline EC20; hits give high values; LV-AA mutant CHT in HEK293 cells | B-score at 10 µM;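 active = initial fluorescence not abnormally high and integrated response B-score, plate-corrected, over 3 SD above library mean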
Target sequence (Q9GZV3 whole entry, looked up): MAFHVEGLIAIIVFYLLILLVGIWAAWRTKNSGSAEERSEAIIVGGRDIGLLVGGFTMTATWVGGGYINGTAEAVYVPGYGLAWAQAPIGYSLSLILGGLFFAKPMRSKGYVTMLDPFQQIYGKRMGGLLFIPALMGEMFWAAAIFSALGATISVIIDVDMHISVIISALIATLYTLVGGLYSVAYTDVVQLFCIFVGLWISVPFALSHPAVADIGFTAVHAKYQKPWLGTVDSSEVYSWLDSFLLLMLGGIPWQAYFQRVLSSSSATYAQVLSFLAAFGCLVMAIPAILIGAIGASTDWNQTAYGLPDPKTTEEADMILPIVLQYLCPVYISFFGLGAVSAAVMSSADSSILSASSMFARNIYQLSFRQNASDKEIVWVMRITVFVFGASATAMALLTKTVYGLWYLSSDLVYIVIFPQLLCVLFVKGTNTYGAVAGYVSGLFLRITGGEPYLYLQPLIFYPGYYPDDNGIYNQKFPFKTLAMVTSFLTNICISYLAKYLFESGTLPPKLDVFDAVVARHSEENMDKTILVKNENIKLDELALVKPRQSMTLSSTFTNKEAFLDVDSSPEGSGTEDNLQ
Active calls of the source: *; i = inactive; · = not tested or not shown. No enrichment for hits (roughly 0.8% active in at least one column).

structure,OX1R antagonist,CHT allo act
COCCNc1ccc([N+](=O)[O-])cc1C(=O)NC1CCCc2ccccc21 (stereo not given),-34.3,i
CC(C)N1CCN(Cc2cn[nH]c2C2CCCCC2)CC1CCO (stereo not given),-21.5,i
Cc1ccc(S(=O)(=O)NCc2ccccn2)c(C)c1C,-0.6,i
COc1ccccc1-c1nnc(SCC(=O)Nc2ccc(N3CCOCC3)cc2)n1C,-10.9,i
CC(C)Cn1c(N)c(C(=O)COC(=O)c2ccc([N+](=O)[O-])o2)c(=O)n(C)c1=O,-18.2,i
CN(C)CCCn1c(N)c(C#N)c2nc3ccccc3nc21,-3.6,i
CC(C)Sc1nc2c(c(=O)[nH]c(=O)n2C)n1C,-2.0,i
C=CCC(=O)OCC(=O)Nc1ccc(Cl)cn1,-10.3,i
COC(=O)c1cccc(COC(=O)c2cc3ccccc3oc2=O)c1,-14.0,i
Cc1ccc(OCc2nnc(SCC(=O)c3cccs3)n2-c2ccccc2)cc1C,-26.3,i
COc1ccccc1NC(=O)c1oc2ccccc2c1NC(=O)c1cc(OC)c(OC)c(OC)c1,-29.6,i
CC1CCCC(C)N1C(=O)c1cccc2c1-c1ccccc1/C2=N/O (stereo not given),-19.9,i
COc1ccc(CCN2CCCC(CN(C)C(=O)c3ccoc3)C2)cc1 (stereo not given),·,i
CCN(CC)S(=O)(=O)c1ccc(N2CCOCC2)c(NC(=O)c2ccccc2F)c1,-11.8,i
Cc1cc(=O)n2nc(N3CCCC(C(=O)NC4CCCCC4C)C3)sc2n1 (stereo not given),-16.2,i
Cc1ccc(OC(=O)c2ccc(Cl)c([N+](=O)[O-])c2)cn1,-12.5,i
O=C(CSc1nnc(-c2ccncc2)o1)Nc1cccc(F)c1,1.1,i
CCCC(=O)O[C@H]1C[C@@H](C)N(C(=O)c2ccccc2)c2ccc(C)cc21,-22.3,i
Cc1ccc2nc(SC(C)C(=O)Nc3cccc([N+](=O)[O-])c3)[nH]c2c1 (stereo not given),-7.8,i
N#Cc1c(-c2ccc(Cl)cc2)c2c([nH]c1=S)CCCC2,23.4,i
CCCCC(O)CN1CCC(c2ccccc2)CC1 (stereo not given),-0.2,i
Cc1ccc(NS(=O)(=O)c2ccc(C)c(NC(=S)NCCN3CCOCC3)c2)c(C)c1,-28.9,·
O=C(Nc1ccc2c(c1)CCC2)c1cccc(S(=O)(=O)Nc2ccccc2Cl)c1,-2.0,i
C/C(=N\Nc1ccc(C(=O)O)cc1)c1ccc2c(c1)Nc1ccccc1S2,-8.2,i
O=C(NNC(=O)c1cccc(-n2cccc2)c1)c1ccc(F)cc1,-20.0,i

Next part, overlapping the part above by three compounds.
structure,OX1R antagonist,CHT allo act
O=C(Nc1ccc2c(c1)CCC2)c1cccc(S(=O)(=O)Nc2ccccc2Cl)c1,-2.0,i
C/C(=N\Nc1ccc(C(=O)O)cc1)c1ccc2c(c1)Nc1ccccc1S2,-8.2,i
O=C(NNC(=O)c1cccc(-n2cccc2)c1)c1ccc(F)cc1,-20.0,i
CCCCc1nc2cc(C(=O)N3CCCC(COC)C3)ccc2o1 (stereo not given),-19.4,i
CC(C)n1c(-c2cccnc2)nc2cnccc21,-14.6,i
CCCNC(=O)C1CC(c2ccccc2C(F)(F)F)=NO1 (stereo not given),-9.1,i
COC(=O)c1ccccc1N(C)S(=O)(=O)c1cc2c(cc1C)OCC(=O)N2,-17.7,i
CC(Nc1ccccc1)c1cc(Cl)ccc1O (stereo not given),-13.8,i
O=C(O)c1ccc(NC(=O)C2CCCCC2)cc1,-20.5,i
Cc1cc(C)nc(CCNC(=O)c2cc(COc3c(F)cccc3F)on2)n1,-15.2,i
O=C(O)CCC(=O)Nc1sc2c(c1C(=O)NCc1ccccc1)CCCC2,-16.7,i
Cc1nnc(Sc2c(-c3ccccc3)c3ccc(Cl)cc3[nH]c2=O)s1,-21.8,i
Cc1ccc(-c2csc(NC(=O)C3=COCCO3)n2)cc1,-14.7,i
CC1(OC(=O)CCc2ccccc2)C(=O)C=C2C=C(c3ccc(C#N)cc3)N(CCc3c[nH]c4ccccc34)C=C2C1=O (stereo not given),-6.2,i
O=S(=O)(c1ccccc1F)N1CCN(c2nc3ccccc3s2)CC1,-15.9,i
CCOc1ccc(N2C(=O)C3CCCN3C2=O)cc1 (stereo not given),5.8,i
CCCCOC(=O)c1ccccc1N1C(=O)C2C3CCC(C3)C2C1=O (stereo not given),-28.8,i
CN(Cc1ccccc1)C(=O)c1ncn(C)c1C(=O)N(C)Cc1ccccc1,-22.2,·
O=C(CCC(=O)c1ccc(F)cc1)Nc1ccccc1Cl,-5.4,i
Clc1ccc(Cc2ccccc2)nn1,-8.0,i
COc1ccc(S(=O)(=O)Nc2ccc(CC#N)cc2)cc1,-11.4,i
Cc1ccc(NC(=O)Nc2ccc3c(c2)CCC3)cc1C,-11.8,i
CCC(CC)c1nnc(NC(=O)CCc2ccccc2)s1,-23.8,i
O=C(NC1=NCCS1)c1nc(-c2ccccc2)n(-c2ccccc2)n1,-5.7,i
COc1ccc(-n2nc(C(=O)NCC(=O)N3CC(C)CC(C)C3)c3ccccc3c2=O)cc1OC (stereo not given),-21.0,i
Cc1c(F)cccc1NS(=O)(=O)c1ccc2c(c1)n(C)c(=O)c(=O)n2C,-26.7,i
C[N+](C)=C1SCC(C)(/C=N/O)S1 (stereo not given),-1.4,i
CCN1C(=O)/C(=C\c2ccncc2)SC1=Nc1ccc(C)c(C)c1,-67.5,i

Taken from above.
CCOc1ccc(N2C(=O)C3CCCN3C2=O)cc1 (stereo not given) | OX1R antagonist = 5.8
CC1(OC(=O)CCc2ccccc2)C(=O)C=C2C=C(c3ccc(C#N)cc3)N(CCc3c[nH]c4ccccc34)C=C2C1=O (stereo not given) | OX1R antagonist = -6.2
CCCCOC(=O)c1ccccc1N1C(=O)C2C3CCC(C3)C2C1=O (stereo not given) | OX1R antagonist = -28.8
Cc1nnc(Sc2c(-c3ccccc3)c3ccc(Cl)cc3[nH]c2=O)s1 | OX1R antagonist = -21.8

Other compounds follow:
structure,OX1R antagonist,CHT allo act
COCCN1CCN(C(=O)C2CCC(=O)N(Cc3cccc(C(F)(F)F)c3)C2)CC1 (stereo not given),·,i
c1ccc(-c2ccncc2)nc1,7.1,·
Cc1[nH]c(=O)[nH]c(=O)c1/C=N/NC(=O)[C@H](C)NC(=O)OC(C)(C)C,-1.9,i
Cc1ccc(C2C(=O)N(C3CCCC3)CC(=O)N2C2CCCCC2)cc1 (stereo not given),-41.1,i
COc1ccc(CC(=O)N2CCN=C2SCc2cccc([N+](=O)[O-])c2)cc1,-24.0,i
Cc1cc(=O)[nH]c(Nc2cccc(C(F)(F)F)c2)n1,-7.2,i
COc1ccc(C(=O)NC2CCN(CC(=O)Nc3cccc(C)c3)CC2)cc1OC,-16.0,i
O=c1c2cccnc2nc2n1CCCCC2,5.2,i
CCOC(=O)CNC(=O)N(CCOC)CC1CCCN(C2Cc3ccccc3C2)C1 (stereo not given),-27.2,i
CCN(CC(=O)Nc1c(F)cccc1F)C(=O)Cc1ccsc1,2.4,·
CCOC(=O)CCc1c(C)nc(SCc2ccc(C(=O)O)cc2)c(C#N)c1C,7.7,i
Cc1nc2c3cc(F)ccc3n(Cc3ccc(F)cc3)c2s1,-22.6,i
O=C(CSCc1ccccc1Cl)Nc1c[nH]c(=O)[nH]c1=O,-6.4,i
COCc1cc(CNC(=O)C2CCC(=O)N(Cc3ccccc3OC)C2)[nH]n1 (stereo not given),6.8,i
Cc1ccc(-c2nnc(SCC(=O)Nc3ccccc3F)o2)cc1,-12.1,i
O=C(NNC(=O)C1CCN(S(=O)(=O)c2ccc(Cl)cc2)CC1)c1ccccc1O,-15.6,i
CCc1ccc(N(C)S(=O)(=O)c2ccc3[nH]cc(C(=O)NCCN4CCOCC4)c(=O)c3c2)cc1,-13.8,i
Cc1cc(C(=O)c2cccs2)c(N)s1,6.3,i
Clc1ccc2c(N3CCCC3)ccnc2c1,-10.6,i
O=C(NCc1cccc(Cl)c1)C1=CC=CN2CCS(=O)(=O)N=C12,-12.2,·
O=C(CN(c1cccc(C(F)(F)F)c1)S(=O)(=O)c1ccc(Cl)c([N+](=O)[O-])c1)NCc1ccc(F)cc1,22.9,i
FC(F)(F)c1cc(-c2ccccc2)nc(N2CCCCCC2)n1,-7.2,i
COc1ccc(NC(=O)CSCC(=O)Nc2ccccc2N2CCCCC2)cc1,-7.6,i
COc1ccc(N(C)C(=O)c2oc(=O)c3ccccc3c2-c2ccc(C)cc2)c(OC)c1,-31.8,i
COc1cccc(-n2c(CN3CCN(c4ccccn4)CC3)nc3ccc([N+](=O)[O-])cc3c2=O)c1,-20.3,i
CCCCCc1cc(=O)oc2c(C(CCN3CCCC(C)C3)c3cc(OC)c(OC)c(OC)c3)c(OC)cc(OC)c12 (stereo not given),7.0,i
O=C(NCc1cccnc1)C(=O)C1C(=O)Nc2ccccc21 (stereo not given),-5.8,i
C#CCOCCOCCOCCNc1nc(N2CCN(C(=O)[C@H](CO)n3cc([C@@H](N)C(C)C)nn3)CC2)nc(N2CCN(C(=O)[C@H](CCC(=O)O)n3cc([C@@H](N)CCCCN)nn3)CC2)n1,4.4,·
COC(=O)[C@]1(C)N[C@H](CN(C)S(=O)(=O)c2ccc(C)cc2)[C@@H]2C(=O)N(C)C(=O)[C@@H]21,-1.9,·
COc1ccc(N2C(=O)C3CCCN3C2c2ccccc2)cc1Cl (stereo not given),-32.2,i
O=C(Nc1ccccc1C(=O)O)c1ccc2c(c1)C(=O)N(c1cccc([N+](=O)[O-])c1)C2=O,-4.9,i
CCCCC(=O)N(c1ccc(OCC)cc1)C1C=CS(=O)(=O)C1 (stereo not given),-2.1,i
Clc1ccc(-c2nnc(-c3ccccc3)o2)c(Cl)c1,-15.1,i
COC(=O)c1ccc(OCCOCCOc2cccc3ccc(C)nc23)cc1,-17.1,i
Cc1cccc(CN2CCN(Cc3cccc4nonc34)CC2CCO)n1 (stereo not given),-9.3,i
COc1cccc(-c2nc3ccc(C(=O)NC(C)Cc4cccnc4)cc3o2)c1 (stereo not given),-23.1,i
CCOc1ccccc1NC(=O)/C=C/C(N)=O,-5.3,i
O=C(NC1CCCc2ccccc21)c1ccc(S(=O)(=O)N2CCOCC2)cc1 (stereo not given),-1.2,i
O=S(=O)(c1ccccc1)c1cccc(S(=O)(=O)N2CCCCC2)c1,8.2,i
Cc1nn(CC(=O)Nc2cccc(S(N)(=O)=O)c2)c(C)c1[N+](=O)[O-],-8.1,i
O=C(/C=C/c1cccc([N+](=O)[O-])c1)NCCN1CCOCC1,-4.0,i
COc1cccc(OCCCCN2CCCCC2)c1,-6.4,i
CSc1ncccc1C(=O)Nc1nc2ccc(Oc3ccccc3)cc2s1,-13.9,i
CNc1ccccc(-c2ccc3ccccc3n2)c1=O,-9.0,i
COc1ccc(Nc2nc(N)c([N+](=O)[O-])c(NCc3ccccc3)n2)cc1,-23.6,i
Cc1ccc(C)c(NC(=S)NCC(c2cccnc2)N2CCOCC2)c1 (stereo not given),-8.4,i
O=C(Nc1ccccc1C(=O)O)c1cc(S(=O)(=O)NCc2ccccc2)ccc1Cl,-10.4,i
Cc1cc(=O)oc(C)c1C(=O)OCC(=O)c1ccccc1,-12.8,i
COCCOC(=O)C1=C(C)NC(=O)NC1c1cccc(F)c1 (stereo not given),3.7,i
CCOc1ccc(Cl)cc1CNCCNCCO,-14.9,i

New compounds follow:
structure,OX1R antagonist,CHT allo act
Cc1nnc(SCC2=C(C(=O)O)N3C(=O)C(NC(=O)Cc4ccccc4)C3SC2)s1 (stereo not given),-7.8,·
COc1ccc(CN(C(=O)c2cc(=O)c3ccccc3o2)C2CCS(=O)(=O)C2)cc1 (stereo not given),-3.8,i
Cc1ccc(NC(=O)Cc2cc(C(=O)O)c3ccccc3n2)c(C)c1,-14.8,i
O=S(=O)(Nc1ccccc1F)c1ccc2nsnc2c1,7.1,i
Cc1ccc(-c2nnc(SCC(=O)N3CCCC3)o2)cc1,-16.0,i
COc1ccc(CCN(Cc2cccs2)S(=O)(=O)c2ccc(S(=O)(=O)N(C)C3CCCCC3)cc2)cc1OC,-9.1,i
CN(C)c1ccc(N2[C@@H](CC(=O)O)c3cc(C(F)(F)F)ccc3S2(=O)=O)cc1,-29.1,i
Cc1ccc(C(OC(=O)c2ccco2)C(=O)NC2CCCCC2)cc1 (stereo not given),-21.6,i
COc1ccc(CNC(=O)CN(c2ccccc2OC)S(=O)(=O)c2cccs2)cc1,-5.4,·
CCOC(=O)C1=CN(Cc2cccc(F)c2)S(=O)(=O)N(C)C1CCc1ccccc1 (stereo not given),5.5,·
CC(NC(=S)NNS(=O)(=O)c1ccc(C(C)(C)C)cc1)c1ccccc1 (stereo not given),-22.6,i
O=C(c1ccccc1)c1ccc2nc(N3CCN(C(=O)c4ccco4)CC3)c3nncn3c2c1,-24.6,i
COc1ccc2cc(CCNC(=O)c3c(-c4ccccc4Cl)noc3C)c(=O)[nH]c2c1,-29.6,i
Cc1c(N(C)CS(=O)(=O)O)c(=O)n(-c2ccccc2)n1C,0.5,i
Cc1ccccc1NC(=O)CC(C)S(=O)(=O)c1ccc2c(c1)NC(=O)CO2 (stereo not given),-23.6,i
O=C(Cc1cccs1)Nc1cccc(C(=O)Nc2ccc(C(=O)O)cc2)c1,-19.5,i
CCOC(=O)c1ccc(NC(=O)CN2C(=O)C(=O)N(CC(C)C)C2=O)cc1,-17.6,i
CN1C(=O)/C(=C/c2ccc(OC(=O)c3ccco3)cc2)SC1=S,-1.6,i
N#C/C(=C/c1cccc(O)c1)C(=O)NCc1ccc(Cl)cc1,-16.1,i
COc1cccc(CN(C)C(=O)c2ccc(S(=O)(=O)N3CCCC3)cc2)c1OC,-20.7,i
